SV40 large T antigen = SV40 large T antigen inhibitors, biochemical (AID 1903); hit rate 0.39% among 310,000; SV40 large T antigen ATPase/helicase inhibition assay; higher % means a stronger effect; one-dose inhibition, % at 20 µM; IC50 in µM for titrated hits; in the data active means a potency from the dose series; inconclusive means inhibition mostly from about 32% at the one dose, without a potency; inactive means the rest, 99 in 100 with inhibition below about 32%; further: strong numbers were not always called active
NTR1 agonist = agonists of NTR1, primary screen, imaging, U2OS cells, beta-arrestin-GFP, high content (AID 493036); Neurotensin receptor type 1 (Homo sapiens), P30989; NTR1-U2OS beta-arrestin-GFP spot imaging, agonist mode; activation, % at 20 µM; hit rate 0.17% among 330,000;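 active means activation at or above 40% of the spot to cytoplasm intensity ratio, with at least 20 cells analyzed; inconclusive means wells under 20 cells, flagged as cytotoxic or low count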;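 further: 0% = DMSO without peptide and 100% = 100 nM NTR1 peptide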
Target sequence (P30989 whole entry, looked up): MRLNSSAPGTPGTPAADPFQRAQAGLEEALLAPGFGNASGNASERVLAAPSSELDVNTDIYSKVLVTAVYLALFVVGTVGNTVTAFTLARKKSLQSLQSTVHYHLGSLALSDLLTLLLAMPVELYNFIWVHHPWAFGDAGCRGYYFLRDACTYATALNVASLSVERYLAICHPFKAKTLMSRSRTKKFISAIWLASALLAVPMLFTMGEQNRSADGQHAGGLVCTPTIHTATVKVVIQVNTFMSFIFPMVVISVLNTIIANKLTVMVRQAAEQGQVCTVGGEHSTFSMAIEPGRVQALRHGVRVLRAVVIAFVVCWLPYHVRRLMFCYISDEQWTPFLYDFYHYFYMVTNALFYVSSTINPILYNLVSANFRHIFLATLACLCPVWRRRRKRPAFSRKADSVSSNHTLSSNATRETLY
GPR55 beta-arrestin = GPR55 agonists via beta-arrestin recruitment, primary screen, imaging, U2OS cells, beta-arrestin-GFP redistribution (AID 1961); U2OS GPR55 beta-arrestin-GFP redistribution imaging; higher % means a stronger effect; activation, % at 10 µM, or EC50 in µM where a hit was titrated; hit rate 0.048% among 290,000;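 active means activation above 40% with more than 50 cells counted in the well; inconclusive means wells holding fewer than 50 cells, flagged as toxic or sparse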;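 further: U2OS osteosarcoma cells stably expressing GPR55 and beta-arrestin-GFP; plate controls were DMSO negative control for no effect and LPI positive control for full effect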
Rac1 GTP hydrolysis = MgcRacGAP GTPase-activating activity inhibitors, confirmation, biochemical, ADP Hunter fluorescence. inhibition, % at 30 µM; hits with a dose series show IC50 in µM. Rac GTPase-activating protein 1 (Homo sapiens). AID 624330, 2012. hit rate 0.6% among 340,000. MgcRacGAP-stimulated Rac1 GTP hydrolysis, ADP Hunter fluorescence; higher % means a stronger effect; GST-tagged Rac1 F28L mutant substrate;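 active means first-screen hits whose inhibition reached a set limit at any dose in the follow-up dose series; inconclusive means inhibition above the set first-screen limit but never retested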;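 further: fluorescence reports GDP produced by GAP-driven GTP hydrolysis; strong numbers were not always called active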
GPR55 LPI antagonism = GPR55 antagonists blocking LPI-driven arrestin recruitment, primary screen, imaging, U2OS, beta-arrestin-GFP, LPI agonist (AID 2013) | G-protein coupled receptor 55 (Homo sapiens) | U2OS GPR55 beta-arrestin-GFP translocation imaging, LPI antagonism; higher % means a stronger effect | hit rate 0.13% among 290,000 | inhibition, % at 10 µM; hits with a dose series show IC50 in µM;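 active means spots per cell inhibited over 60%, with over 100 cells counted and total cytoplasm intensity under 500,000; inconclusive means wells with under 100 cells, flagged as likely toxic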;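 further: U2OS cells stably carrying GPR55 and arrestin-GFP stimulated by 5 µM LPI near EC80; imaged beta-arrestin-GFP aggregate spots per cell after agonist stimulation; plate controls were LPI-stimulated DMSO wells for no effect and DMSO wells without LPI for full effect; some results filed as inactive read as strong as hits; confirmed hits need IC50 under 10 µM and bright autofluorescent wells are also inconclusive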
GPR35 antagonists = GPR35 antagonists blocking zaprinast-driven arrestin recruitment, primary screen, imaging, U2OS, beta-arrestin-GFP, zaprinast agonist (AID 2058); one-dose inhibition, % at 10 µM; IC50 in µM for titrated hits; hit rate 0.052% among 290,000; U2OS GPR35 beta-arrestin-GFP translocation imaging, zaprinast antagonism; higher % means a stronger effect; G-protein coupled receptor 35 (Homo sapiens);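 active means inhibition of at least 50% with at least 30 cells and total cytoplasm GFP at most 10,000,000; inconclusive means under 30 cells or total GFP of 10,000,000 plus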
Dengue-2 NS5 capping = Dengue-2 NS5 methyltransferase inhibitors, primary screen, biochemical, confirmation dose response (AID 588689). Dengue-2 NS5 methyltransferase capping enzyme assay, biochemical; higher % means a stronger effect. one-dose inhibition, % at 25 µM; IC50 in µM for titrated hits. hit rate 0.3% among 340,000; in the data active means a potency from the dose series; inconclusive means inhibition above about 29% without an active follow-up result
AID2073 = inhibitors of Mint1-CaV2.2 protein interaction, biochemical, HTRF (AID 2073); Voltage-dependent N-type calcium channel subunit alpha-1B (Homo sapiens); HTRF protein-protein interaction, Mint1-CaV2.2; higher % means a stronger effect; inhibition, % at 20 µM, or IC50 in µM where a hit was titrated; hit rate 0.19% among 290,000; in the data active means inhibition mostly above about 51%, no sharp cut-off; inconclusive means no clear call, values can overlap the other calls; inactive means mostly below about 53%; further: some results filed as inactive read as strong as hits
Yfh1-off respiration = enhancers of respiration in Yfh1-depleted yeast, dose response, Friedreich's ataxia, plus single-dose screen (AID 1465); fold induction at 50 µM, or EC50 in µM where a hit was titrated; S. cerevisiae Yfh1-off respiration, WST-1 reduction, 72 h; higher fold induction means a stronger effect; hit rate 0.074% among 220,000;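 active means fold induction of absorbance versus untreated yeast above a set limit, then at least 30% activation at any dose in follow-up; inconclusive means repeats straddling the limit, or above it without dose testing; inactive means fold induction below the set limit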;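 further: activators that raise dye reduction in frataxin-depleted yeast; strong numbers were not always called active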
NTR1 agonist cell count 20 µM = recorded beside NTR1 agonist, whose call it bears; cell count; measured here: cell count, cytotoxicity flag
Dengue-2 NS5 capping pilot replicate = further read-out of Dengue-2 NS5 capping, marked with its call; inhibition, %; measured here: pilot screen replicate inhibition
Numbers without * were called inactive; i = inactive; ? = inconclusive; / = no result given.

SMILES | SV40 large T antigen | NTR1 agonist | NTR1 agonist cell count 20 µM | GPR55 beta-arrestin | Rac1 GTP hydrolysis | GPR55 LPI antagonism | GPR35 antagonists | Dengue-2 NS5 capping | AID2073 | Yfh1-off respiration | others
O=C(NNC(=O)c1ccc(Cl)cc1Cl)Nc1ccccc1 | 2% | 0.6 | 56 | 0.3% | 3% | 4% | -5% | -17% | 34% | i
CSc1nc2ccc(S(=O)(=O)N(C)C)cc2s1 | 9% | -0.8 | 88 | -0.1% | 9% | 3% | 8% | -7% | 15% | i | Dengue-2 NS5 capping pilot replicate=0.8
O=C(Nc1cc(Sc2ccccn2)cc([N+](=O)[O-])c1)c1cccc(Cl)c1 | 5% | 5.4 | 67 | -0.2% | 1% | 7% | 15% | -6% | 6% | i
CCOc1ccc(S(=O)(=O)N2CCC(C(=O)NCCc3ccccc3)CC2)cc1 | 24% | 3.3 | 48 | -0.2% | 6% | 9% | 6% | -5% | ? | /
CCNC(=S)N(CCCN(C)C)Cc1cc2cc3c(cc2[nH]c1=O)OCCO3 | 29% | 0.1 | 72 | 0.2% | 10% | -3% | 1% | 4% | 8% | /
Cc1nnc(C)n1/N=C/c1ccc(O)cc1 | -1% | -0.8 | 32 | 0.3% | 13% | 1% | -15% | 2% | -5% | i
C=CCC(=O)NC1CC(C)(C)Cc2c1cnn2-c1ccccc1C (stereo not drawn) | 1% | 0.2 | 60 | 0.2% | 3% | 3% | 1% | -7% | 4% | / | Dengue-2 NS5 capping pilot replicate=2.4
CS(=O)(=O)N1N=C(c2ccc(Cl)cc2)CC1c1cccs1 (stereo not drawn) | 11% | 3.7 | 71 | 0.3% | 4% | -1% | 2% | 1% | -4% | i | Dengue-2 NS5 capping pilot replicate=1.1
COC(=O)c1ccc(COC(=O)c2cccn2C)o1 | 5% | 0.4 | 58 | -0.2% | 3% | -10% | 4% | -3% | -7% | /
Cc1ccc(NC(=O)CCNC(=O)Cn2ccc3ccccc3c2=O)cc1F | 10% | 1.5 | 51 | -0.2% | 2% | 4% | 8% | 1% | 11% | /
Cc1ccc(NC(=O)COC(=O)CCc2ccc(S(=O)(=O)N3CCOCC3)cc2)c(C)c1 | 3% | -1.5 | 29 | 0.0% | 1% | 15% | -11% | -7% | 4% | i
COCCSc1ccccc1C(=O)N1CCN(Cc2ccc3c(c2)OCO3)CC1 | 0% | 0.7 | 49 | -0.1% | -1% | 5% | -1% | -1% | -31% | i
CC(NC(=O)CSc1nnc(COc2ccccc2)o1)c1ccccc1 (stereo not drawn) | 4% | -2.7 | 51 | -0.1% | 10% | 16% | 11% | 0% | 2% | i
CCOc1ccccc1CNC(=O)C1CCCN(c2nnc(C)c3c(C)n(-c4ccccc4)nc23)C1 (stereo not drawn) | 20% | 4.5 | 70 | -0.2% | 12% | 2% | 8% | -13% | 7% | /
Cc1cccc(C)c1NCc1nnc(SCC(=O)Nc2nc(-c3ccccc3)cs2)n1-c1ccccc1 | 13% | 2.5 | 49 | 0.9% | 11% | 3% | 0% | -8% | 12% | i
CC(=O)Nc1ccc2nc(-c3ccc(Br)o3)[nH]c2c1 | 9% | -0.5 | 34 | 0.2% | 5% | 3% | -9% | -7% | 52% | i
CC(NC(=O)C1CCCN1C(=O)OCc1ccccc1)c1ccccc1 (stereo not drawn) | 9% | 1.0 | 74 | 0.7% | 8% | 7% | 3% | 4% | 18% | i
Cc1nnc(SCC(=O)c2ccc(Cl)cc2)s1 | 9% | 0.5 | 65 | -0.3% | -3% | -2% | 7% | -5% | -5% | i
Cc1cc(NC(=O)Nc2ccc(F)cc2)no1 | 8% | -1.6 | 44 | -0.1% | 14% | 7% | -20% | -7% | -4% | i
COc1ccc(C2/C=C\CN(C(=O)Nc3ccccc3-c3ccccc3)CC(=O)N2Cc2ccc(F)cc2)cc1 (stereo not drawn) | -7% | 3.1 | 62 | 1.4% | 1% | -7% | -11% | 0% | 4% | i
CCOC(=O)C1CCN(C2=NC(=O)/C(=C/c3ccc(OC)c(OC)c3)S2)CC1 | 7% | -1.3 | 112 | -0.1% | 12% | -1% | -15% | -5% | -29% | /
Cc1ccccc1NC(=O)NCCN1C(=O)C2C3C=CC(C3)C2C1=O (stereo not drawn) | 0% | -2.2 | 51 | 0.2% | -1% | -1% | -16% | -4% | 12% | i
CCN(CC)C(=O)c1[nH]cnc1C(=O)N[C@@H](CC(C)C)C(=O)OC(C)(C)C | 6% | -1.1 | 103 | -0.2% | 8% | 9% | 4% | -11% | 9% | i
COC(=O)c1nn(C23CC4CC(CC(C4)C2)C3)c2c1C(=O)N(c1ccc(F)cc1)C2=O | 2% | 6.4 | 43 | 0.0% | 9% | 4% | -7% | 5% | 8% | i
CCOc1ccc(C(=O)CCC(=O)Nc2ccccc2C)cc1 | 9% | 0.1 | 72 | 0.3% | 7% | 10% | 8% | 1% | 12% | /
O=C(O)c1cccc(NC(=O)c2cccc(S(=O)(=O)N3CCc4ccccc43)c2)c1 | 13% | 24 | 38 | 0.0% | 3% | -5% | -6% | -11% | 5% | /
CC(=O)Nc1ccc(CN2CCN(C3CCCC3)C(CCO)C2)cc1 (stereo not drawn) | 4% | -1.1 | 87 | -0.2% | 8% | -4% | 14% | 5% | 4% | i
COc1cc(C(=O)N2CCN(Cc3ccc4c(c3)OCO4)CC2)cc(OC)c1OC | -8% | 0.4 | 63 | -0.2% | 13% | 14% | 11% | -3% | 14% | /
CCN1C(=S)N[C@@H](c2cccs2)C(C(=O)OC)=C1C | 13% | -0.2 | 82 | 0.0% | 7% | -1% | -1% | 4% | 2% | /
COCCNC(=O)Cn1c(=O)n(CCCCCC(=O)Nc2ccccc2)c(=O)c2sccc21 | -4% | -0.8 | 65 | -0.2% | -1% | -3% | 20% | -2% | 8% | i

By substructure, the compounds so far containing a Cl atom
SMILES | SV40 large T antigen | NTR1 agonist | NTR1 agonist cell count 20 µM | GPR55 beta-arrestin | Rac1 GTP hydrolysis | GPR55 LPI antagonism | GPR35 antagonists | Dengue-2 NS5 capping | AID2073 | Yfh1-off respiration | others
O=C(NNC(=O)c1ccc(Cl)cc1Cl)Nc1ccccc1 | 2% | 0.6 | 56 | 0.3% | 3% | 4% | -5% | -17% | 34% | i
O=C(Nc1cc(Sc2ccccn2)cc([N+](=O)[O-])c1)c1cccc(Cl)c1 | 5% | 5.4 | 67 | -0.2% | 1% | 7% | 15% | -6% | 6% | i
CS(=O)(=O)N1N=C(c2ccc(Cl)cc2)CC1c1cccs1 (stereo not drawn) | 11% | 3.7 | 71 | 0.3% | 4% | -1% | 2% | 1% | -4% | i | Dengue-2 NS5 capping pilot replicate=1.1
Cc1nnc(SCC(=O)c2ccc(Cl)cc2)s1 | 9% | 0.5 | 65 | -0.3% | -3% | -2% | 7% | -5% | -5% | i

Other records:
SMILES | SV40 large T antigen | NTR1 agonist | NTR1 agonist cell count 20 µM | GPR55 beta-arrestin | Rac1 GTP hydrolysis | GPR55 LPI antagonism | GPR35 antagonists | Dengue-2 NS5 capping | AID2073 | Yfh1-off respiration | others
CCc1noc(C)c1C(=O)Nc1nc(-c2ccc(F)cc2)c(C)s1 | 6% | 0.5 | 82 | -0.1% | 7% | 12% | -13% | 6% | -6% | /
CCC(CC)C(=O)NCCc1cc2c(C)ccc(C)c2[nH]c1=O | 7% | -0.3 | 86 | -0.1% | 8% | 3% | -3% | -6% | -8% | /
CCCCCCCC1(C)NC(=O)N(CC(=O)Nc2cc(C)on2)C1=O (stereo not drawn) | 9% | 0.8 | 38 | 0.0% | 4% | -7% | -22% | -4% | 15% | i
CCN(CC)S(=O)(=O)c1ccc(Cl)c(NC(=O)COC(=O)/C=C/c2cc(OC)c(OC)c(OC)c2)c1 | 3% | 1.3 | 36 | -0.2% | -11% | -3% | -1% | 5% | 16% | i
COc1ccc(CN2C(=O)c3oc4ccccc4c(=O)c3C2c2ccc(O)c(OC)c2)cc1 (stereo not drawn) | / | 1.8 | 58 | -0.1% | 5% | -6% | -6% | -6% | -3% | i
NC(=O)c1ccsc1NC(=O)COc1ccccc1 | 2% | -1.4 | 59 | 0.3% | 9% | -5% | -5% | 1% | 3% | i
CN(CC1COc2ccccc2O1)C(=O)c1cc(COc2c(F)cccc2F)on1 (stereo not drawn) | 20% | 1.9 | 67 | 0.8% | 9% | 2% | 6% | 3% | 9% | /
O=C(CSC(=S)N1CCOCC1)c1ccccc1 | 14% | 2.2 | 44 | 0.2% | 5% | 0% | -20% | -10% | -9% | i
O=C(O)CN1CCN(Cc2cccc(Cl)c2)C1=O | 8% | 0.4 | 91 | -0.3% | 9% | -1% | 8% | -1% | 18% | /
Cc1ccc(CNC(=O)CSc2nnc3c(n2)[nH]c2ccccc23)cc1 | 9% | 0.8 | 49 | -0.1% | 5% | 4% | 9% | 6% | -3% | /
O=C(N1CCOCC1)N1CCC(n2nnc3cc(F)ccc32)CC1 | 1% | 0.6 | 82 | -0.1% | 5% | 11% | 5% | 14% | 5% | i
Cc1ccccc1-c1cc(C(=O)Nc2sc(C)c(C)c2C(N)=O)c2ccccc2n1 | 16% | 11 | 57 | 0.0% | 16% | 2.8µM* | -6% | -8% | -9% | i
O=[N+]([O-])c1cc(S(=O)(=O)NCCN2CCOCC2)ccc1Cl | 2% | 0.3 | 55 | -0.2% | 4% | -1% | -6% | 1% | -6% | /
CCCCCCNCc1c(F)cccc1Cl | 7% | 2.2 | 62 | 0.7% | 4% | -2% | -1% | -6% | 4% | i
CC1(c2nnc(-c3ccc(Cl)cc3)o2)CC(c2ccncc2)=NO1 (stereo not drawn) | 6% | 1.2 | 82 | 0.7% | 12% | -8% | -1% | -3% | 10% | i

Screens from PubChem.
